# tolC growth inh: growth inhibitors of E. coli BW25113 tolC mutant; OD615; 65,000 compounds, 2.2% hits; growth inhibition, % at 10 µM (by protocol);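 active means growth inhibition at or above a cutoff equal to the mean over every tested compound plus 3 SD, cut at about 60% in these data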;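 further: growth measured after 20 h incubation at 37 °C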
#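 Signal: optical density read at 615 nm; Assay system: E. coli ΔtolC::kan strain BW25113; Times: 20 h incubation with compound, 37 °C; Dosing: 10 µM final, single dose.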
# 5HT1E antag: 5-HT1E (human) receptor antagonism. P28566. CHO 5-HT1E Ga15 NFAT-bla reporter, FRET, antagonist. inhibition, % at 6 µM. 65,000 compounds, 0.99% hits;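 active means inhibition above a set limit, the mean inhibition across every tested compound plus 3 SD, cut at about 29% in these data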;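 further: signal is the 460 over 535 nm emission ratio of beta-lactamase substrate; 0% = agonist plus DMSO wells and 100% = wells without agonist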
# 5HT1E ag: agonists of human 5-HT1E serotonin receptor | 65,000 compounds, 0.69% hits | P28566 | activation, % at 6 µM | CHO 5-HT1E Ga15 NFAT-bla reporter, FRET; 0% DMSO wells, 100% control agonist wells;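 active means activation above a set limit, the screen-wide mean activation plus 3 SD, cut at about 8.5% in these data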;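 further: 100% = positive control agonist at 1 µM giving full maximal response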
# SF1 activator: SF-1 (human) activation. 65,000 compounds, 1.9% hits. Q13285. activation, % at 10 µM. CHO-K1 Gal4-SF-1 LBD luciferase reporter; % increase over DMSO SF-1-specific signal;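 active means activation above the mean activation of all tested compounds plus 3 SD, cut at about 50% in these data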
#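 System: CHO-K1 cells with Gal4–hSF-1 LBD chimera plus Gal4-driven luciferase; quantity: 4,000 CHO-K1 cells per well; compound: one dose, 10 µM compound, 1% DMSO; times: 20 h compound treatment, 37 °C; measured by: SteadyLite luciferase luminescence; read-out: percent activation versus DMSO; benchmarks: DMSO and mock-transfected background; replicates: one test per compound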
# S1P3 agonist: agonists of human S1P3 receptor; AID 373; 60,000 compounds, 0.1% hits; Q99500; S1P3 NFAT-BLA reporter cells, agonism, FRET ratio; relative to 1 µM S1P, basal subtracted; activation, % at 4.5 µM;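 active means activation above the screen-wide mean plus 3 SD, cut at about 4.5% in these data, passing the limit was not always enough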; further: some compounds called inactive have numbers as strong as hits
#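 Assay system: CHO cells stably expressing human S1P3, Gα16 and NFAT-β-lactamase reporter. Timing: overnight plating, 4 h compound 37 °C, 2 h substrate RT. Signal: β-lactamase FRET emission ratio 460/535 nm. Measure: percent activation versus median 1 µM S1P response, basal-subtracted, per plate. Repeats: primary screen single test, confirmation screen in triplicate.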
# S1P1 ag-PAM: agonists and agonism potentiators of human S1P1 receptor; S1P1 CRE-bla cells, forskolin, beta-lactamase FRET, potentiator mode; S1P1 agonist co-added at EC20, 2 nM; 100% = saturating reference agonist, 0% = basal; activation, % at 9.5 µM; P21453; 56,000 compounds, 0.57% hits;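 active means activation above a cutoff set at the mean activation of all tested compounds plus 3 SD, cut at about 54% in these data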;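 further: forskolin at 4 µM as EC80 and the EC20 agonist is SEW2871; 100% = SEW2871 at its EC100 plus forskolin at EC80; some compounds past the cut are filed as inactive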
# RORA act: RORA (human) activation. P35398. CHO-K1 Gal4-RORA LBD luciferase reporter, luminescence; percent increase over mock-subtracted basal signal. activation, % at 10 µM. 65,000 compounds, 1.5% hits. AID 560;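 active means activation above the mean of all tested compounds plus 3 SD, cut at about 49% in these data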;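 further: 0% = DMSO-treated RORA cells and 100% = added signal equal to DMSO minus mock-transfected cells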
# AP ELISA ortho: orthogonal test for alternative complement pathway inhibitors | Human serum alternative complement pathway, LPS-coated ELISA, C3 deposition; tested in compound mixtures | inhibition, % at 5 µM | 62,000 compounds, 0.08% hits;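 active means inhibition above 30% in each of the two pooled mixtures holding the compound, so the lower value exceeds 30%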;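 further: 0% = serum in Mg-EGTA without compound and 100% = EDTA serum blank; some compounds past the cut are filed as inactive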
#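 Medium: diluted human serum in Mg2+-EGTA GVB++. Assay system: human serum complement alternative pathway, C3 deposition onto LPS. Also added: Plate-bound LPS. Technique: Anti-C3 ELISA, OD 450 nm. Measure: percent inhibition. Incubation: 1 h at 37 °C. Dosing: 5 µM each compound, pools of ten, 50 µM per pool.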
# 5HT1a antag: antagonists of human 5-HT1a serotonin receptor. 62,000 compounds, 0.68% hits. inhibition, % at 10 µM. CHO 5-HT1a Ga15 NFAT-bla reporter, antagonist mode. P08908;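 active means inhibition above the mean of all tested compounds plus 3 SD, cut at about 43% in these data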;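 further: receptor stimulated by 5-CT agonist at 100 nM near EC80; beta-lactamase reporter measured by ratiometric fluorescence of a cleavable substrate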
# * hit, by the source's call; . = no result given.
SMILES,tolC growth inh,5HT1E antag,5HT1E ag,SF1 activator,S1P3 agonist,S1P1 ag-PAM,RORA act,AP ELISA ortho,5HT1a antag
CCN(C(=O)c1cc2cc3ccc(C)cc3nc2o1)c1ccc(OC)cc1,72*,-6,-1.1,14,1.1,-27,10,-16,46*
C=CCC(O)(CCN1CCCCC1)c1ccccc1 (centres undefined),-14,6,-0.5,-11,6.8,-38,-10,26,4
CCCNS(=O)(=O)c1cc(Br)cc2c1N(C(=O)CC)CC2,-17,5,0.3,3,.,.,-4,15,-16
COC(=O)c1ccc(C(=O)Nc2ccc(N)cc2N)cc1,-8,0,0.4,15,0.0,-4,4,1,-12
Cc1ccccc1-c1nnc(SCc2ccccc2F)o1,64*,5,0.4,90*,-0.1,89*,75*,9,0
O=C1CCc2cc(S(=O)(=O)N3CCC(C(=O)NCc4ccccc4Cl)CC3)ccc2N1,1,-8,0.6,2,-0.4,-16,9,13,-8
CCCC(=O)N1CCN(c2ccc(NC(=O)c3ccc(Br)o3)cc2)CC1,-3,-12,0.4,24,-0.5,-7,32,5,-22
CCNS(=O)(=O)c1ccc(NC(=O)Nc2cccc(OC)c2)cc1,21,7,-0.1,4,0.9,-26,-10,27,-2
COc1ccc(OCC(=O)NCc2cccnc2)cc1,-14,-12,-0.1,10,-0.6,.,-4,2,7
O=C(NCc1ccccn1)c1ccc2ccccc2n1,-1,-1,1.5,4,0.0,4,-7,11,-12
Clc1c(CSc2nc3ccccc3o2)nc2ccccn12,41,4,0.1,-2,0.5,-12,-21,21,14
O=C(COc1ccc(Cl)cc1)Nc1nnc(-c2ccc3c(c2)CCCC3)o1,100*,-5,1.9,35,-0.2,-15,-5,4,-13
Cn1c(=O)n(Cc2ccccc2)c(=O)c2c1nc1n2CCS1,-2,6,-0.3,-14,-1.0,-17,-16,17,2
CCOC(=O)c1c(C)c(C(=O)NCc2cccs2)c(C)n1CC,4,20,-1.8,2,-1.2,-4,-23,15,-38
CSc1nc2[nH]c3c(c2c2nnnn12)CCCC3,29,36*,-0.6,0,-3.9,-35,-8,.,.
Cc1cc(C(=O)NCc2ccccc2F)cs1,26,-12,-0.4,12,-0.6,-15,-6,7,-2
COc1nnc(OC)c2ccccc12,-22,2,0.3,11,0.8,-21,-16,8,-4
CCC(C)[C@H](NC(=O)NCc1ccco1)C(=O)O (some centres undefined),-22,6,-1.4,19,-0.9,-16,2,21,6
Cn1c(C(=O)NCCCN2CCCC2=O)cc2c(=O)n3ccccc3nc21,-24,30*,-0.2,-5,0.6,2,20,15,3
O=C(Nc1ccc(F)cc1)c1cccc2c1C(=O)N(Cc1ccccn1)C2,8,24,0.4,12,-1.3,3,7,2,3
CCCOC(=O)CSc1nc(N)c(C#N)c(CC)c1C#N,-14,7,-1.1,-16,0.8,-32,4,-5,-8
CCC(C)N1CC(O)=C(c2nc3ccccc3[nH]2)C1=N (centres undefined),-2,4,-0.7,43,-0.5,-8,15,18,13
Cc1cc(S(=O)(=O)Nc2c(C(=O)O)[nH]c3ccccc23)ccc1F,-7,-2,0.8,-1,-0.4,-16,0,3,9
CN1CCN(S(=O)(=O)c2cccc(C(=O)N(c3ccccn3)C3CCCCC3)c2)CC1,-11,-8,-0.7,8,.,.,-2,14,3
Cc1ccc(-n2c(SCC(=O)NC3CCCCC3)nc3c(c2=O)SCC3)cc1,3,0,0.2,-12,-1.3,1,-5,0,11
COc1ccc(Cn2nnnc2C(c2cccs2)N2CCN(c3ccccc3)CC2)cc1 (centres undefined),19,7,-0.4,-19,-1.5,18,1,4,44*
O=C(c1cnn2c(C(F)(F)F)cc(-c3ccc4c(c3)OCO4)nc12)N1CCCC1,-1,-6,0.2,-10,-1.0,-3,-27,4,-1
Cc1cc(C(=O)NCc2cccs2)cs1,15,6,-0.2,8,-0.9,-4,-9,20,10
O=C(Nc1cccc(C(=O)N2CCOCC2)c1)c1cccnc1,-18,-13,1.7,8,-0.3,-26,19,-3,-18
Cn1c(=O)c2c(ncn2Cc2cccc(Cl)c2)n(C)c1=O,-5,2,6.4,-8,-0.3,-3,7,18,1
CC(=O)N1CCCc2cc(S(=O)(=O)N(CC(C)C)CC(C)C)ccc21,19,-1,-0.5,10,-0.5,4,-11,13,8
CC(NC(=O)c1cccnc1)C(c1cccs1)N1CCN(C)CC1 (centres undefined),-6,6,-1.1,-5,1.1,-2,0,19,-3
CC(=O)N1CCC2(CC1)C(C#N)=C(N)Oc1c2sc2nc(C)cc(C)c12,-4,6,0.5,1,0.1,-6,-4,6,1
Cn1c(=O)cc(OCCCC(=O)NCCCN2CCN(Cc3ccccc3)CC2)c2ccccc21,-16,-4,4.4,-4,-0.7,-14,-29,5,-3
CC1(CCC#N)N=C(SCCC#N)N(c2ccccc2)C1=O (centres undefined),-8,-2,-0.2,5,-0.3,-9,-7,8,7
CC(=O)c1nc2ccccc2n1S(=O)(=O)c1ccc(Cl)cc1,-14,1,-0.4,-5,.,.,14,-2,-6
CC12CCCCC1c1ccccc1C(=NCC(=O)O)N2 (centres undefined),-46,10,1.7,-12,-1.2,13,-13,3,-14
O=C(c1cccc(F)c1)N1CCN(S(=O)(=O)c2ccc(C(F)(F)F)cc2)CC1,14,-7,-1.3,2,1.3,-1,-2,0,-12
CCOC(=O)c1nnn(CC(=O)Nc2cccc(Cl)c2C)c1C(=O)OCC,-10,-3,-1.4,10,.,.,-23,15,18
COc1cc(OC)nc(NC(=O)C(C)C)n1,-26,-5,0.4,-11,-0.4,-1,13,10,-11
CCCN(CCC)CCNC(=O)C1CCN(Cc2nc(-c3ccc(Cl)cc3)oc2C)CC1,-3,-4,-0.2,-4,-0.7,10,10,9,-10
COc1ccc(-c2nnc(CSc3nnc(-c4ccncc4)n3C3CCCCC3)o2)cc1OC,-3,-2,0.9,-24,-1.1,-7,-18,6,-4
O=S(=O)(Nc1cccnc1)c1ccc(Cl)c(C(F)(F)F)c1,14,0,-0.5,-4,-0.5,-3,-4,-4,-4
COc1ccc(S(=O)(=O)N2CCC(C(=O)N3CCc4ccccc4C3)CC2)cc1,9,13,-1.6,-2,-0.6,-7,9,12,-8
N#Cc1nn(-c2ccccc2)nc1N1CCCCC1,-1,5,-0.8,-8,0.1,-3,-6,7,5
CCCN1CCN(C(=O)Cn2c(=O)oc3cc(S(=O)(=O)NCc4ccccc4)ccc32)CC1,-1,7,0.8,1,-0.8,-6,18,8,3
CCOC(=O)c1cnc(Nc2nc3ccccc3o2)nc1CSc1nnc(C)s1,19,-9,0.9,35,-0.5,-19,58*,.,-12
Cc1cnn(C(=S)NCCc2ccccc2)c1,30,-2,0.5,53*,-0.5,-8,27,0,8
Cc1cc(C)c2[nH]c(=O)c(C(c3nnnn3Cc3ccc4c(c3)OCO4)N3CCCCC3)cc2c1 (centres undefined),12,-12,-0.6,-12,-0.4,3,-3,6,-4
COc1ccccc1-n1c(=O)[nH]c2c(C(N)=O)nc(C3CCCCC3)nc21,8,-5,1.1,-16,1.2,-29,20,16,-8

# (list continues)
SMILES,tolC growth inh,5HT1E antag,5HT1E ag,SF1 activator,S1P3 agonist,S1P1 ag-PAM,RORA act,AP ELISA ortho,5HT1a antag
CCOC(=O)C1CCCCN1Cc1ccccc1C(F)(F)F (centres undefined),-8,-2,-0.7,-18,-0.5,10,-13,6,-5
CCCCS(=O)(=O)N1CN(S(=O)(=O)CCCC)C2NC(=O)NC21 (centres undefined),-18,-4,-0.4,8,0.5,16,8,12,0
OC(CNCCc1ccccc1)c1ccccc1 (centres undefined),-14,-1,-0.4,-10,0.7,-20,-15,4,-2
CCOC(=O)C1CCCN(C(=O)Cn2cnc3c2c(=O)n(C)c(=O)n3C)C1 (centres undefined),-29,6,-1.1,-10,-1.7,-12,17,9,6
CCCCn1cnc2c(cnn2-c2ccc(F)cc2)c1=O,-8,-6,0.0,43,-1.1,-5,34,6,-2
Cc1cc(C(=O)NCc2ccc3c(c2)OCO3)n(-c2ccccc2)n1,-3,-3,0.4,-16,-1.0,-24,-10,10,7
COCCSc1ccccc1C(=O)Nc1nnc(C)s1,-14,9,-1.1,-25,-0.3,-7,-17,15,5
CCn1cc(S(=O)(=O)CC(=O)N2CCc3ccccc32)c2ccccc21,-2,-10,0.8,6,-1.7,7,2,12,10
Cc1ccc(N(C(=O)c2cccs2)C2C=CS(=O)(=O)C2)cc1 (centres undefined),-12,-3,0.8,-10,0.9,-21,25,21,2
O=c1c2ccccc2nc(-c2ccccc2)n1CCCn1ccnc1,1,2,-0.8,8,-1.3,.,-6,-14,-8
Cn1c(=O)c2c(nc(CN3CCOCC3)n2CCc2ccccc2)n(C)c1=O,4,2,-1.1,-9,.,.,-4,11,15
CCN(CCNS(=O)(=O)c1ccc2[nH]c(=O)sc2c1)c1ccccc1,56,6,-0.1,-10,-0.8,32,20,13,1
CC(=O)c1cc2c(cc1NS(=O)(=O)c1ccc3c(c1)OCCO3)OCO2,9,3,-0.3,-4,-0.6,12,-36,14,0
COc1cccc(/C(O)=C2/C(=O)C(=O)N(CCN3CCOCC3)C2c2cccnc2)c1 (centres undefined),-19,0,-0.1,-2,.,.,-6,-12,0
O=C(NCc1ccccc1)NC1(C(=O)N2CCCC2)CCCCC1,-5,2,89*,-4,-0.9,11,-1,-21,6
CCCCn1c(SCC(=O)N2CCC(C(=O)OCC)CC2)nc2cc(S(N)(=O)=O)ccc21,12,11,-1.1,-2,.,.,1,-17,6
Cc1cc(N2CCCCC2)n2ncc(-c3ccc(Cl)cc3)c2n1,24,6,1.2,62*,-1.3,-4,87*,-8,7
COC(=O)C1(CO)NC(c2cccs2)C2C(=O)N(c3ccccc3)C(=O)C21 (centres undefined),-16,-5,-0.5,6,0.0,-12,23,7,-7

# Random excerpt: two compounds from above.
SMILES,tolC growth inh,5HT1E antag,5HT1E ag,SF1 activator,S1P3 agonist,S1P1 ag-PAM,RORA act,AP ELISA ortho,5HT1a antag
N#Cc1nn(-c2ccccc2)nc1N1CCCCC1,-1,5,-0.8,-8,0.1,-3,-6,7,5
O=C(Nc1ccc(F)cc1)c1cccc2c1C(=O)N(Cc1ccccn1)C2,8,24,0.4,12,-1.3,3,7,2,3
